Compound activity from PubChem BioAssay.
PAFAH2 inh: PAFAH2 (human) inhibition. Q99487. inhibition, % at 3.39 µM. 340,000 tested, 0.99% active. recombinant PAFAH2, FP-rhodamine activity probe, fluorescence polarization;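 active means inhibition above the mean over all tested compounds plus 3 SD, cut at about 30% in these data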;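 further: inhibitors block probe labeling of enzyme so polarization drops; 0% = enzyme with DMSO and 100% = wells lacking PAFAH2 protein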
GSTO1 inh: blocks human GSTO1 in RBBP9 counter-screen | P78417 | recombinant GSTO1, activity-based probe fluorescence polarization | inhibition, % at 5.96 µM | 300,000 tested, 1.1% active | AID 1974;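 active means inhibition above the campaign mean inhibition plus 3 SD, cut at about 35% in these data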;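 further: 0% = GSTO1-1 with DMSO and 100% = wells lacking GSTO1-1 enzyme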
LYPLA2 inh: blocks human lysophospholipase 2, a PME1 counter-screen | 320,000 tested, 0.38% active | recombinant LYPLA2, FP-Rh probe fluorescence polarization | inhibition, % at 5.9 µM | O95372;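 active means inhibition above the screen-wide mean plus 3 SD, limit set per campaign, cut at about 26% in these data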;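 further: 0% = LYPLA2 with DMSO and 100% = wells lacking LYPLA2 enzyme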
PAFAH1B3 inh: PAFAH1B3 (human) inhibition | recombinant PAFAH1B3, FP-rhodamine probe, fluorescence polarization | inhibition, % at 3.39 µM | 340,000 tested, 0.28% active | AID 492972;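 active means inhibition above the screen-wide average of all tested compounds plus 3 SD, cut at about 25% in these data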;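 further: 0% = enzyme with DMSO only and 100% = wells lacking PAFAH1B3 protein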
ZTA counter: blocks Epstein-Barr virus ZTA, an EBNA-1 counter-screen; P03206; ZTA-DNA binding, fluorescence polarization; inhibition, % at 11 µM; 320,000 tested, 0.15% active; in the data active means inhibition above about 33%
Target sequence (P03206 whole entry, looked up): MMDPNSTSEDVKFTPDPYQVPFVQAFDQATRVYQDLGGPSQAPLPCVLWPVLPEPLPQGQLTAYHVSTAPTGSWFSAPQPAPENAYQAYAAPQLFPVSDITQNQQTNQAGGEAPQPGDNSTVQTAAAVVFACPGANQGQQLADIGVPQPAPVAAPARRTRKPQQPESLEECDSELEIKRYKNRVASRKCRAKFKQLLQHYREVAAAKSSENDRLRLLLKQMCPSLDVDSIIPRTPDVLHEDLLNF
PREPL inhibitor: inhibits the human prolyl oligopeptidase-like enzyme. recombinant PREPL, fluorescence polarization activity-based probe. inhibition, % at 5.96 µM. 320,000 tested, 0.68% active; in the data active means inhibition above about 43%;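 further: 0% = enzyme with DMSO and 100% = wells lacking enzyme; many of its hits are not listed in these tables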
EBNA-1 inh: blocks EBNA-1 binding to DNA | EBNA-1 DNA binding, fluorescence polarization | inhibition, % at 14.8 µM | 300,000 tested, 0.34% active | AID 1950; in the data active means inhibition above about 28%
PAD4 FP inh: blocks human protein arginine deiminase 4. recombinant PAD4, RCA probe fluorescence polarization. inhibition, % at 6.36 µM. 330,000 tested, 0.41% active;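 active means percent inhibition above a cutoff equal to the mean of all tested compounds plus 3 SD, cut at about 15% in these data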;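 further: 0% = PAD4 with RCA probe and DMSO and 100% = probe without PAD4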
Target sequence (Q9UM07 whole entry, looked up): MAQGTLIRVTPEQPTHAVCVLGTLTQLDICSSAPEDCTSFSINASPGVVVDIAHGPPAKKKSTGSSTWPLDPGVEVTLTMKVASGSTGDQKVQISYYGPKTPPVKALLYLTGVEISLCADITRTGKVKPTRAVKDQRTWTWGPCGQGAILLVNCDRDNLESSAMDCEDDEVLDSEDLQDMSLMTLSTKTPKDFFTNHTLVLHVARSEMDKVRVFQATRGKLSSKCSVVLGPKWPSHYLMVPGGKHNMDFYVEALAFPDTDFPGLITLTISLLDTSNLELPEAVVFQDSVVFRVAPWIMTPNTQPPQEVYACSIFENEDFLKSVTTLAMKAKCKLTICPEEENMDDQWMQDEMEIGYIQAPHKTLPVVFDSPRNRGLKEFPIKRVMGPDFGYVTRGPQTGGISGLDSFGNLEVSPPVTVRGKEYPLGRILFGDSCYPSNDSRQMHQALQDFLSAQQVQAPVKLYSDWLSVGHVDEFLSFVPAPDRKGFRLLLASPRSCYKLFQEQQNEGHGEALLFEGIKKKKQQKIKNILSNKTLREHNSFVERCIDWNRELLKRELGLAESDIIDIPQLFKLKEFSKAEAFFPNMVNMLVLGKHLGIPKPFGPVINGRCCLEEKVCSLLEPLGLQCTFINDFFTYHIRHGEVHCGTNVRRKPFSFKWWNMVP
LYPLA1 inh: LYPLA1 (human) inhibition in PME1 counter-screen | recombinant LYPLA1, FP-Rh probe fluorescence polarization | 320,000 tested, 0.16% active | inhibition, % at 5.9 µM | O75608;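 active means inhibition above the mean of all tested compounds plus 3 SD, set per campaign, cut at about 14% in these data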;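 further: inhibitors block serine hydrolase probe labeling of LYPLA1 so polarization falls; 0% = enzyme with DMSO and 100% = wells lacking LYPLA1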
The depositor's hits bear a star; · = not tested or not shown. Only part of the results is shown; rates above refer to the full screens.

SMILES	PAFAH2 inh	GSTO1 inh	LYPLA2 inh	PAFAH1B3 inh	ZTA counter	PREPL inhibitor	EBNA-1 inh	PAD4 FP inh	LYPLA1 inh
COc1ccc(S(=O)(=O)N2CCCC(C(=O)NCCc3ccccc3)C2)cc1 (configuration not stated)	4	-1	0	7	-3	-6	-1	1	-5
CCOC(=O)c1c(CN(C)C)n(-c2ccc(C)cc2)c2cc(Br)c(O)cc12	2	-1	4	9	-17	3	-10	-1	2
CC(=O)Oc1ccc2c(C)c(CC(C)O)c(=O)oc2c1 (configuration not stated)	-9	3	11	9	-22	38	-1	-2	1
Cc1ccc(C(C)NC(=O)CSc2ccc(S(=O)(=O)N3CCOCC3)cn2)cc1C (configuration not stated)	6	·	-3	5	3	-2	·	3	1
Cc1ccc(S(=O)(=O)N2CCC(=O)N(CCOC(=O)Nc3ccc(F)cc3)CC2)cc1	7	6	8	13	-10	13	4	0	-3
CN(C)CCNC(=O)c1cc2sc3ccccc3c2s1	4	4	-1	7	7	-28	5	-6	-7
CCCOC(=O)C(C)n1cnc2scc(-c3ccc(C)cc3)c2c1=O (configuration not stated)	-2	-3	4	5	2	22	-1	8	0
O=C(/C=C/Nc1ccc([N+](=O)[O-])cc1Br)c1cccc2ccccc12	-5	-6	4	5	25	4	5	-2	-3
Cc1ccc(CNC(=O)C(=O)c2cn(CC(=O)N3CCOCC3)c3ccccc23)cc1	3	2	0	11	1	-13	2	-1	4
CCOC(=O)c1c(CS(=O)(=O)c2ccccc2)n(C)c2cc(Br)c(O)c(CN(C)C)c12	4	-4	-4	12	5	-3	-14	4	-2
CCOc1cccc(N2C(=O)CC(NCc3ccc(S(N)(=O)=O)cc3)C2=O)c1 (configuration not stated)	-3	-5	3	1	9	-11	-11	1	0
COC(=O)c1sccc1NC(=O)c1c(Cl)cnn1C	3	2	-1	1	-4	-1	1	1	-4
COc1ccc(C(=O)Nc2cc(Cl)ccc2-n2cncn2)c(OC)c1OC	13	·	-2	5	-2	-9	·	8	-1
Cc1nn(C(C)C(=O)O)c(=O)c2ccccc12 (configuration not stated)	5	6	-6	6	-9	13	-19	-6	1
Cc1nnc2ccc(-c3ccc(NC(=O)Cc4cccs4)cc3)nn12	-3	1	3	3	15	-20	-1	-2	-6
Cc1oc(-c2ccc3c(c2)OCCO3)cc1C(=O)NC(Cc1ccccc1)C(=O)O (configuration not stated)	8	-5	0	7	-9	-8	3	1	-5
COc1ccc(CN(CC(=O)NCc2ccc(F)cc2)C(=O)CCC(=O)Nc2ccccn2)cc1	5	-2	-6	1	-14	-3	-5	-6	-1
Cc1csc(=O)n1CC(=O)OCC(=O)N(CC(C)C)c1c(N)n(Cc2ccccc2)c(=O)[nH]c1=O	9	4	6	3	0	2	2	6	0
COc1cc2cc(CCOC(=O)N3CCCCC3)oc(=O)c2cc1OC	2	·	1	4	-1	1	·	0	-1
CN(C)CC(O)CN(c1ccccc1)c1ccccc1 (configuration not stated)	·	-7	4	·	0	6	-8	-2	0
O=C(Nc1ccc(N2CCCC2)cc1)c1ccccc1F	18	11	5	4	-16	35	2	2	3
COc1ccc(OC)c(S(=O)(=O)Nc2cccnc2)c1	2	5	-1	-2	11	5	9	4	-2
O=C1C=C(N2CCCCC2)c2ccccc2C1=O	·	91*	27*	·	33	13	-3	65*	40*
O=C(Cn1c(=O)n(-c2ccccc2)c(=O)c2sccc21)N1CCCC1	-3	-2	-4	6	-2	8	3	5	-4
CC1C/C(=C\c2cccnc2)C(=O)/C(=C/c2cccnc2)C1 (configuration not stated)	15	-12	7	8	44*	0	-8	1	4
O=C(CNC(=O)c1cccs1)OCC(=O)c1ccccc1Cl	-1	5	-6	10	-10	7	-2	-6	-5
Cc1cc(S(=O)(=O)NC[C@H]2O[C@@H](n3cnc4c(N)ncnc43)[C@H](O)[C@@H]2O)c(C)s1	10	·	·	7	·	13	·	-2	·
COc1ccccc1COCC(O)CNCCc1ccc(C(F)(F)F)cc1 (configuration not stated)	-8	-3	-7	2	-1	-32	-3	-4	1
COC(=O)C1=C(NC(=O)COc2ccc(Cl)cc2Cl)CCS1	3	3	6	-2	-3	17	6	-7	-1
COc1cccc2sc3cc(NCCCN4CCOCC4)ccc3c(=O)c12	2	·	·	4	·	16	·	3	·

A run of entries from further up:
SMILES	PAFAH2 inh	GSTO1 inh	LYPLA2 inh	PAFAH1B3 inh	ZTA counter	PREPL inhibitor	EBNA-1 inh	PAD4 FP inh	LYPLA1 inh
Cc1nn(C(C)C(=O)O)c(=O)c2ccccc12 (configuration not stated)	5	6	-6	6	-9	13	-19	-6	1
Cc1nnc2ccc(-c3ccc(NC(=O)Cc4cccs4)cc3)nn12	-3	1	3	3	15	-20	-1	-2	-6
Cc1oc(-c2ccc3c(c2)OCCO3)cc1C(=O)NC(Cc1ccccc1)C(=O)O (configuration not stated)	8	-5	0	7	-9	-8	3	1	-5
COc1ccc(CN(CC(=O)NCc2ccc(F)cc2)C(=O)CCC(=O)Nc2ccccn2)cc1	5	-2	-6	1	-14	-3	-5	-6	-1
Cc1csc(=O)n1CC(=O)OCC(=O)N(CC(C)C)c1c(N)n(Cc2ccccc2)c(=O)[nH]c1=O	9	4	6	3	0	2	2	6	0
COc1cc2cc(CCOC(=O)N3CCCCC3)oc(=O)c2cc1OC	2	·	1	4	-1	1	·	0	-1
CN(C)CC(O)CN(c1ccccc1)c1ccccc1 (configuration not stated)	·	-7	4	·	0	6	-8	-2	0
O=C(Nc1ccc(N2CCCC2)cc1)c1ccccc1F	18	11	5	4	-16	35	2	2	3
COc1ccc(OC)c(S(=O)(=O)Nc2cccnc2)c1	2	5	-1	-2	11	5	9	4	-2
O=C1C=C(N2CCCCC2)c2ccccc2C1=O	·	91*	27*	·	33	13	-3	65*	40*
O=C(Cn1c(=O)n(-c2ccccc2)c(=O)c2sccc21)N1CCCC1	-3	-2	-4	6	-2	8	3	5	-4
CC1C/C(=C\c2cccnc2)C(=O)/C(=C/c2cccnc2)C1 (configuration not stated)	15	-12	7	8	44*	0	-8	1	4
O=C(CNC(=O)c1cccs1)OCC(=O)c1ccccc1Cl	-1	5	-6	10	-10	7	-2	-6	-5
Cc1cc(S(=O)(=O)NC[C@H]2O[C@@H](n3cnc4c(N)ncnc43)[C@H](O)[C@@H]2O)c(C)s1	10	·	·	7	·	13	·	-2	·

(further entries)
SMILES	PAFAH2 inh	GSTO1 inh	LYPLA2 inh	PAFAH1B3 inh	ZTA counter	PREPL inhibitor	EBNA-1 inh	PAD4 FP inh	LYPLA1 inh
Cc1ccc(NC(=O)c2ccccc2)cc1C	-7	6	-8	-4	4	-8	-9	1	1
CCOc1ccc(CN(C)CC(=O)NNC(=O)c2ccc(Cl)cc2)cc1OC	5	1	6	4	0	1	8	0	3
CCCNC(=O)[C@@H]1CCCN1C(=O)C1CCN(S(=O)(=O)c2ccc(C)cc2)CC1	1	2	6	-1	-2	4	3	5	3
Cc1ccc(CN2CCSc3ccc(C(=O)NCc4cccnc4)cc32)cc1	2	1	8	-4	19	32	8	-5	1
CCN(CC)C(=S)SCC(=O)Nc1nc(=O)c2ccccc2s1	12	-5	6	2	10	-3	-2	4	2
CCOc1ccc(NC(=O)CCNS(=O)(=O)c2ccc(Br)s2)cc1	4	2	3	-5	-11	3	8	-4	-1
CCCCCCc1ccc(N2C[C@H](Cc3ccccc3)[C@@H](CC(=O)NCc3ccc(OC)cc3)C2=O)cc1	-7	3	-7	-10	1	-6	0	-3	-3
Cc1ccn2cc(CCNC(=O)CC3CCCCC3)nc2c1	3	-3	2	5	6	16	-6	-1	-2
CCn1c(SCC(=O)Nc2ccccc2N2CCCCC2)nc2c1c(=O)n(C)c(=O)n2C	3	-1	-13	10	-11	2	-9	1	-10
C[C@H](NC(=O)c1[nH]cnc1C(=O)Nc1ccc(CNC(=O)OC(C)(C)C)cc1)C(=O)OC(C)(C)C	-11	-11	-21	-6	-9	3	-2	-4	-12
COc1ccc(Cc2noc(CN(C)CC3CCN(Cc4ccccc4)CC3)n2)cc1OC	-1	17	3	4	-2	26	1	0	3
CCCn1c(SCC(=O)Nc2c(C)cccc2CC)nnc1C(C)C	-5	-5	7	3	-16	-5	-2	3	3
Cn1cnc2cc(NCc3ccccc3Cl)ccc21	5	-4	-2	8	-10	19	5	-1	2
CC1(C)Cc2c(C#N)c(N)sc(=S)c2CS1	12	13	-1	7	-12	-1	8	2	-2
Cc1cccn2c(=O)c(C=O)c(N3CCSCC3)nc12	-3	-7	-6	1	6	-4	-4	6	0
COc1ccc(NS(=O)(=O)c2cc(NC(=O)c3ccc(C)s3)ccc2N2CCOCC2)cc1	-9	-27	-27	-4	2	10	11	0	-20
Clc1ccccc1C1SCC2Nc3ccccc3CN21 (configuration not stated)	11	3	0	9	6	-9	-2	-17	2
COCCNC(=O)C1(C)C=CC2(CCCCC2)N1C(=O)c1ccccc1 (configuration not stated)	-5	0	-5	3	9	14	6	3	0
Cc1ccc(S(=O)(=O)NNC(=O)c2ccc(O)cc2)cc1	-6	4	-1	9	13	-2	1	-5	-1
CCN(CC(=O)NC1CCCC1)S(=O)(=O)c1ccc(Br)cc1	-3	-3	4	0	-6	9	0	-3	2
CC1=C(C(=O)OCC(C)C)C2(O)C(=O)c3ccccc3C2(O)N1 (configuration not stated)	-1	68*	2	3	11	-3	0	-6	-4
CCC(CO)Nc1ncnc2c1cnn2-c1ccc(OC)cc1 (configuration not stated)	9	2	-8	5	-3	-3	-5	0	-2
COc1ccc(N2C(=O)C(OC(C)=O)C2c2ccc(C)cc2)cc1 (configuration not stated)	4	-1	3	-1	-8	9	-13	3	2
Nc1nc(N)c2sc3nc(C(F)(F)F)cc(C(F)(F)F)c3c2n1	8	-2	11	5	2	9	-5	1	3
Cc1c(C(=O)OCC(=O)N2c3ccccc3CC2C)oc2ccccc12 (configuration not stated)	4	5	-4	0	-11	11	-26	-6	-3
CN(C)c1ccc(N2C(=O)CSC2=S)cc1	-9	-65	-26	-10	-5	-4	6	-37	-19
Cc1cc(C)nc(N2C(=O)CC(C(=O)O)NC2=NCCc2c[nH]c3ccccc23)n1 (configuration not stated)	4	1	4	5	-9	1	-3	-5	-2
CCOC(=O)c1sc(NS(=O)(=O)c2ccc(F)cc2)nc1C	2	-9	-4	8	3	12	-11	0	-4
COc1cc(CN2CCNC(=O)C2CC(=O)NCCCN2CCOCC2)cc(OC)c1 (configuration not stated)	3	7	4	4	7	9	8	3	-2
O=C(Nc1ccnn1C1CCN(CCCc2ccccc2)CC1)c1ccccc1	2	1	3	17	-16	-15	-2	-4	-1
COc1ccc(/C(N)=N/OC(=O)c2ccc3c(c2)OCO3)cc1	3	-5	-1	-11	12	2	0	3	-2
CN1C(=O)C(O)(CC(=O)/C=C/c2ccco2)c2cc(Br)ccc21 (configuration not stated)	-5	0	-2	-1	-6	3	3	-5	-1
Cn1nccc1NC(=O)Nc1cccc(Cl)c1	-2	-6	-7	0	12	14	-9	0	-2
